LDHA inh: blocks human lactate dehydrogenase A | activity change, % (values are at about 110 or 230 µM) | purified LDHA, NADH/diaphorase-resazurin fluorescence; active compounds read low | 480,000 compounds, 0.15% hits; in the data active = activity change below about -30%; inconclusive = mostly about -25% to -30%;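 note: plate controls were DMSO wells for no effect and wells without enzyme for full effect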
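Resorufin fluorescence (ex540/em590), read at 0 and 20 min after diaphorase/resazurin addition, reports the NADH left after a 5 min room-temperature reaction of 2 nM human LDH5 with 0.06 mM NADH and 0.2 mM pyruvate.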
mIDH1 inhibitor: blocks human mutant IDH1 R132H enzyme | O75874 | Potency, µM (top dose mostly 76.6 µM), for the others: top-dose activity change, negative = inhibition, hits mostly inhibitors | IDH1-R132H enzyme, NADPH consumption, diaphorase/resazurin fluorescence | 390,000 compounds, 0.093% hits | AID 602179; note: potency is the fitted concentration of half-maximal effect; % is set by controls: 0 for no effect and ±100 for the full control effect; nearly all actives have a fitted effect of over 65% in size
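IDH1-R132H (0.5 ug/mL dispensed) in pH 7.5 Tris buffer was preincubated 30 min with compound, then given a substrate mix of 0.016 mM NADPH and 2 mM alpha-KG for 80 min at room temperature; remaining NADPH was read by diaphorase/resazurin fluorescence.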
RXFP1 agonist: activates the human relaxin receptor RXFP1; Q9HBX9; Potency, µM (series often up to 57.5 µM), without a hit: at the highest dose activation, hits mostly activators; 370,000 compounds, 0.3% hits; HEK293T-RXFP1 cAMP TR-FRET, 30 min; response scale: percent of porcine relaxin response, buffer zero; note: potency is the fitted concentration of half-maximal effect; % is set by controls: 0 for no effect and ±100 for the full control effect; nearly all actives have a fitted effect of over 60% in size; many of its hits are not listed in these tables
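HEK293 cells stably expressing RXFP1, treated 30 min at 37C with compounds plus PDE4 inhibitor Ro 20174; cAMP measured by HTRF TR-FRET. Normalized to buffer and 29 nM porcine relaxin; EC50 by Hill fit.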
TrxR1 substrate: is turned over as a substrate by rat TrxR1 | O89049 | purified TrxR1 substrate turnover, NADPH consumption readout | Potency, µM (titrated, usually from 114 µM), for inactives: top-dose activity change, negative = substrate turnover | 390,000 compounds, 0.01% hits; note: potency is the fitted concentration of half-maximal effect; % is set by controls: 0 for no effect and ±100 for the full control effect; nearly all actives have a fitted effect of over 50% in size
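Rat TrxR1, dispensed at 90 nM, was prereduced with 400 uM NADPH (final) for 5 min at ~22 deg C, then incubated with compound 15 min before 400 uM selenite. A first-read NADPH fluorescence drop versus no-compound background flagged substrates.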
PI4K2A inh: blocks human PI4K2A kinase activity; activity change, negative = inhibition, % at 76.9 µM; 420,000 compounds, 0.13% hits; purified PI4K2A, ADP-Glo luminescence, 1 h; active compounds read low; Q9BTU6; in the data active = activity change below about -50%; inconclusive = mostly about -30% to -49%;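 note: -100% = wells without enzyme as full effect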
Target sequence (Q9BTU6 whole entry, looked up): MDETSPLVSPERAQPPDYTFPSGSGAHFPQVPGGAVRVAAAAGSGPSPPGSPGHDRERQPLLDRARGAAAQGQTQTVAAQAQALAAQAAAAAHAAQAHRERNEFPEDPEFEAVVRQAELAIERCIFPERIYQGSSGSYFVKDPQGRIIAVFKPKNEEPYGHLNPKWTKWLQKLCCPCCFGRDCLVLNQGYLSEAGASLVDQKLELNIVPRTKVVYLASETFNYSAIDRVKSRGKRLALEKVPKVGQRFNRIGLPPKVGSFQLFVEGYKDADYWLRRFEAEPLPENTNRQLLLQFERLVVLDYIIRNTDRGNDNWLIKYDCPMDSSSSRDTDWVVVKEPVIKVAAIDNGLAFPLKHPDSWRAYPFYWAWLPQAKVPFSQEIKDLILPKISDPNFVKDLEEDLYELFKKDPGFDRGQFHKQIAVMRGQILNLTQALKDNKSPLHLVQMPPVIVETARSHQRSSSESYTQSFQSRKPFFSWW
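PI4K2A activity was measured by ADP-Glo luminescence: enzyme (4 ug/mL stock) and phosphatidylinositol (1.2 mM stock) in Tris pH 7.5/MgCl2/EGTA/Triton X-100 buffer were reacted with ATP (300 microM stock) for one hour at ambient temperature.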
USP1-UAF1 inh: blocks the human USP1/UAF1 deubiquitinase complex; 390,000 compounds, 0.23% hits; O94782; Potency, µM (highest dose often 57.1 µM), inactives show top-dose activity change, negative = inhibition, hits mostly inhibitors; AID 743255; recombinant USP1/UAF1, Ub-Rhodamine cleavage fluorescence; note: potency is the fitted concentration of half-maximal effect; % is set by controls: 0 for no effect and ±100 for the full control effect; nearly all actives have a fitted effect of over 60% in size; inactives centre near -12
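In this screen, compounds sit with the deubiquitinase complex (1nM) for 15 min at room temperature before Ub-Rho is added at 150nM final. Fluorescence rise is then followed for 6 reads every 60 seconds.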
Vif-APOBEC3G blk: blocks the Vif interaction with human APOBEC3G; Potency, µM (series often up to 46.1 µM), for inactives: top-dose activity, negative = active, hits mostly inhibitors; 410,000 compounds, 0.076% hits; HeLa A3G-eYFP + Vif (tagged APOBEC3G with the HIV-1 protein that degrades it), YFP fluorescence, overnight; Q9HC16;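 note: potency is the fitted concentration of half-maximal effect; % is set by controls: 0 for no effect and ±100 for the full control effect; nearly all actives have a fitted effect of over 60% in size; hits raise eYFP signal because A3G escapes Vif-driven loss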
Target sequence (Q9HC16 whole entry, looked up): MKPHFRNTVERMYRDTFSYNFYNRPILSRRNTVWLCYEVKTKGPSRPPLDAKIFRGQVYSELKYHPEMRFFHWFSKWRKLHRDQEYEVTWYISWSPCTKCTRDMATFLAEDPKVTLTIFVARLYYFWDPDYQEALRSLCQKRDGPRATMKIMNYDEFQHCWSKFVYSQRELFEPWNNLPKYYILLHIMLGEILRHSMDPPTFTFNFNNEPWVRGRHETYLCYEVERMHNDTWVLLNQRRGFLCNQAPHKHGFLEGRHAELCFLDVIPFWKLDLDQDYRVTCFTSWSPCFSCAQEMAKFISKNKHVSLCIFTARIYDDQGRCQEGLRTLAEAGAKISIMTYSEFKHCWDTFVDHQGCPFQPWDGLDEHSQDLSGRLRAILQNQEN
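HeLa cells stably expressing Vif and C-terminally eYFP-tagged A3G, seeded overnight at 37 deg C, then exposed to compound by pintool overnight at 37 deg C. Rise in yellow fluorescence (Ex 488/Em 500-530, Acumen) marks blocked Vif-driven A3G degradation.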
Vif-APOBEC3F blk: Vif-A3F binding inhibition; AID 602313; Potency, µM (highest dose often 46.1 µM), inactives show at the top dose activity, negative = active; HeLa A3F-eYFP + Vif (tagged APOBEC3F with the HIV-1 protein that degrades it), YFP fluorescence increase; 390,000 compounds, 0.2% hits; note: potency is the fitted concentration of half-maximal effect; % of control where 0% means no effect; nearly all actives have a fitted effect of over 65% in size
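HeLa cells stably expressing Vif plus C-terminally eYFP-tagged A3F were seeded, incubated overnight at 37 deg C, dosed with compound, incubated overnight again at 37 deg C. Yellow fluorescence (Ex 488/Em 500-530) reported blocked Vif-mediated A3F-eYFP degradation.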
GRP78 ERSR act: induces the endoplasmic reticulum stress response in human glioma cells; U87-MG GRP78 promoter luciferase reporter, 16 h; Potency, µM, without a hit: at the highest dose activation, usual class: activators; 420,000 compounds, 0.02% hits; AID 602332; note: potency is the fitted concentration of half-maximal effect; series mostly up to about 76 µM; % of control where 0% means no effect; nearly all actives have a fitted effect of over 35% in size
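ERSR induction read as luciferase luminescence (Bright-Glo, 10 min at room temperature) in stably transfected human U87-MG glioma cells exposed to compounds for 16 h, using GRP78 as sensor.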
Starred values were filed as active, the others as inactive; ? = inconclusive; / = not tested or not shown; & = joins results of further samples; [ ] = another dose, or the depositor's remark. Unless noted, calls come from the whole dose curve; as a rule, active = well fitted curve in the direction sought with a large enough effect; inconclusive = small, poorly fitted or top-dose-only effect, or another doubt; inactive = no such curve, though single readings can be large; an effect the other way counts as inactive or inconclusive.

SMILES | LDHA inh | mIDH1 inhibitor | RXFP1 agonist | TrxR1 substrate | PI4K2A inh | USP1-UAF1 inh | Vif-APOBEC3G blk | Vif-APOBEC3F blk | GRP78 ERSR act
CCN(C(=O)Nc1ccccc1OC)c1c(N)n(Cc2ccccc2)c(=O)[nH]c1=O | -8 | 0% | -0.8% | -8% | 1 | -1% | -1% | -20% | -1%
S=C1NC2(CCCC2)N=C1c1ccccc1 | -3 | -3% | 0.7% | -5% | 6 | -3% | 0% | 6% | 8%
COC(=O)C1C2C=CC3(CN(c4cccc(Cl)c4)C(=O)C13)O2 (stereo not drawn) | 1 | 0% | 2.4% | 7%[57.1 µM] | -7 | -16% | -1% | 1% | -1%
CC(C)OC(=O)/C(=C\c1cccc2ccccc12)NC(=O)c1ccccc1 | 4 | 5% | 0.4% | 5%[57.1 µM] | 4 | -16% | -7% | 0% | 3%
CC(OC(=O)C1CC2CCCC(C1)C2=O)C(=O)Nc1cccc([N+](=O)[O-])c1 (stereo not drawn) | -4 | 1% | / | 4% | 1 | -18% | -1% | 1% | -4%
COc1cc(NC(=O)C2CCN(S(=O)(=O)c3cccnc3)CC2)cc(OC)c1OC | 9 | 12% | 2.0% | 9%[57.1 µM] | 1 | -4% | 0% | 5% | -1%
O=C(/C=C/c1ccc(Cl)cc1Cl)N(Cc1ccc(Cl)cc1)C1CCS(=O)(=O)C1 (stereo not drawn) | -3 | -1% | 2.1% | -12% | 1 | -7% | -3% | -21% | -3%
CCC(=O)Nc1ccc(/C(C)=N/NC(=O)c2c(-c3ccccc3Cl)noc2C)cc1 | -4 | 1% | 1.2% | 8% | 6 | -10% | 1% | -6% | -4%
CCOc1ccc(S(=O)(=O)N(CC(=O)NCCc2ccc(OC)c(OC)c2)c2ccccc2)cc1 | -8 | -4% | 5.6% | 1% | 1 | -14% | -10% | -13% | -4%
Cc1ccc(S(=O)(=O)/C(C#N)=C/c2c(N3CCC(C(N)=O)CC3)nc3c(C)cccn3c2=O)cc1 | 5 | ? | 0.9% | -5% | -1 | ? | 0% | 0% | -1%
COC(=O)C1=C(C)Nc2nc3ccccc3n2C1c1cc(OC)c(OC)c(OC)c1 (stereo not drawn) | -7 | -4% | -0.6% | 14% | 3 | -18% | -13% | 3% | -9%
O=C(CCc1ccccc1)Nc1ccnn1C1CCN(Cc2ccc(OCCO)cc2)CC1 | 0 | 0% | -0.1% | 9% | -3 | -8% | 0% | 6% | -3%
Cc1ccccc1Cn1c(=N)n(CC(=O)c2ccco2)c2ccccc21 | -2 | 1% | 0.3% | 1% | -1 | -13% | 1% | / | -5%
COc1ccccc1CCC(=O)NC1CCCN(c2ccc(C(F)(F)F)cn2)C1 (stereo not drawn) | -11 | 0% | 0.4% | -2% | 4 | -23% | 3% | 0% | -6%
CCOc1ccc(CCNS(=O)(=O)c2ccc3c(c2)N(C(C)=O)CCO3)cc1OCC | -1 | 5% | 1.8% | 0% | 0 | -13% | 4% | 7% | -4%
CSc1sc(C)cc1C=O | -6 | -5% | 1.5% | 5%[57.1 µM] | 1 | -22% | 1% | 10% | -2%
CCOc1ccc(S(=O)(=O)Nc2nc3ccccc3nc2-n2ccc(=NC(=O)c3ccccc3C)cc2)cc1 | -3 | 3% | ? | -4%[57.1 µM] | 1 | 24% | -20% | ? | -5%
Cc1ccc(S(=O)(=O)N(Cc2ccccc2)c2ccccc2C(=O)Nc2ccccc2C(=O)NCc2ccco2)cc1 | -2 | -11% | 0.1% | 14% | -7 | -14% | 1% | 1% | -1%
CN(C)CCN(C(=O)C1CCN(S(=O)(=O)c2cccs2)CC1)c1nc2c(F)cccc2s1 | -2 | 4% | 0.2% | -1% | -3 | -10% | 1% | -17% | 0%
COCc1cc(C)nc(OCC(=O)N/N=C/c2ccc(OC)c(OC)c2)c1C#N | -10 | 2% | 1.7% | 8%[57.1 µM] | 0 | -12% | -3% | -16% | -5%
COc1cc(-c2c(C#N)c(N)nc3[nH]c(=S)[nH]c(=O)c23)ccc1O | 0 | 3% | 6.0% | -6%[57.1 µM] | -1 | -16% | -1% | -13% | -5%
Cc1ccc(NC(=O)C2CCN(S(=O)(=O)c3c(C)noc3/C=C/N(C)C)CC2)cc1 | -5 | -14% | -2.2% | -14% | -1 | -12% | -5% | 0% | -4%
CC(=O)CCc1oc2ccc(NC(C)=O)cc2c1-c1ccc(C)o1 | -1 | -3% | 3.8% | 3% | -6 | -26% | -7% | 1% | 1%
N[C@@H](Cc1ccccc1)c1nnc(SC/C=C/c2ccccc2)o1 | -2 | 12% | -0.3% | 15%[57.1 µM] | 1 | 3% | 4% | -7% | -4%
COc1ccc(C(=O)N[C@H]2CCCCNC2=O)cc1OC1CCN(C(C)C)CC1 | -2 | -4% | 1.8% | 9% | -3 | -10% | -1% | 5% | 3%
(listing goes on)
SMILES | LDHA inh | mIDH1 inhibitor | RXFP1 agonist | TrxR1 substrate | PI4K2A inh | USP1-UAF1 inh | Vif-APOBEC3G blk | Vif-APOBEC3F blk | GRP78 ERSR act
O=C1CCC(c2ccc(-n3ccnc3)cc2)=NN1 | -2 | -13% | / | 4%[57.1 µM] | -5&-7 | -17% | -1% | 6% | -4%&-2%&-2%
CCCCN1CC2=C(C1=O)C(c1ccc(O)cc1)NC(=O)N2C (stereo not drawn) | -5 | -6% | -0.1% | 7%[57.1 µM] | 3 | -12% | 0% | 2% | 2%
ON(CCc1ccccn1)Cc1ccccc1 | 3 | 5% | / | 8%[57.1 µM] | -3 | -2% | 1% | 7% | 1%
Cc1ccc(Nc2nc3nonc3nc2Nc2cccc(C(F)(F)F)c2)cc1Cl | -5 | -1% | -2.9% | -1% | 2 | ? | 8% | 1% | 10%
Cc1cc(NCc2ccccn2)n2c(nc3ccccc32)c1C#N | -5 | 14% | 13% | 37%[activator] | 0 | ? | 1% | -7% | -2%
O=C(NC(=S)Nc1ccccc1)c1csnn1 | -2 | 3% | 0.1% | 2% | -2 | 1% | 0% | -6% | -1%
CCNC(=O)C12CCC(C)(c3nc4cc(C)c(C)cc4nc31)C2(C)C (stereo not drawn) | -4 | 7% | 0.3% | -12% | 1 | -15% | -2% | 7% | 0%
Cn1nc(C(F)(F)F)c2cc(C(=O)Nc3ccc(Cl)cc3)sc21 | -4 | -4% | 0.9% | 8% | -2 | -22% | 0% | 0% | -4%
CCOc1ccc(Br)cc1CN(CC)CC | -6 | 0% | 1.3% | -8% | 1 | -24% | 2% | -7% | -2%
COc1ccc(-n2nc(C)cc2N)cc1 | -5 | 5% | -0.4% | 0% | 2 | 1% | 3% | 0% | 0%
Cc1ccc(Cc2c(C)nc3nc(SCC(=O)NCc4ccco4)nn3c2C)cc1 | -2 | 3% | -0.3% | 3% | -9 | -18% | ? | 0% | -6%
COC(=O)c1ccc(OC)c(Cn2c(=O)n(Cc3ccccc3)c(=O)c3c2c2cc(OC)ccc2n3C)c1 | -3 | -25% | 0.4% | 8% | 5 | -23% | -6% | 0% | -1%
Cc1ccccc1SCC(=O)OCC(=O)N(C)c1c(N)n(Cc2ccccc2)c(=O)[nH]c1=O | -7 | 2% | -0.3% | -3% | -3 | -21% | -4% | 1% | -5%
CCCCNC(=S)Nc1cccc2cnccc12 | 5 | -2% | 2.4% | 9% | 0 | -17% | 0% | 9% | 2%
CC(=O)c1c(-c2ccc(C)cc2)nc2c3ccccc3ccn12 | -2 | -6% | 5.4% | -8% | -18 | -21% | -6% | -4% | -9%
CC1CCCCN1C(=O)c1cc(S(=O)(=O)N2CCOCC2)ccc1Cl (stereo not drawn) | 1 | -17% | / | 5% | 1 | -18% | -2% | 6% | 0%
O=C(NC(Cc1ccccc1)C(=O)O)/C(=C/c1ccccc1)NC(=O)c1ccccc1 (stereo not drawn) | -4 | -4% | -1.2% | 9%[57.1 µM] | 9 | -20% | 1% | -24% | -3%
Nc1ncnc2c1ncn2[C@@H]1O[C@H](C(=O)N[C@@H](CO)Cc2ccccc2)[C@@H](O)[C@H]1O | -7 | / | / | / | -25 | / | -2% | / | -4%
Cc1ccc(NC(=O)CNS(=O)(=O)c2ccc(F)cc2)cc1C | -1 | -4% | 3.7% | -5% | 1 | 2% | -1% | 9% | 0%
CCC(Sc1nncn2c1cc1oc(C)cc12)C(=O)Nc1ccc(F)cc1 (stereo not drawn) | -1 | / | 22% | 6% | 2 | -16% | / | / | /
COc1cc(NS(=O)(=O)c2ccc(N/C=C\C(=O)c3ccc(C)cc3)cc2)nc(OC)n1 | -4 | -4% | / | 7%[57.1 µM] | -1 | -7% | -1% | -8% | 1%
C=C(C)c1cccc(C(C)(C)NC(=O)Nc2ncccn2)c1 | 4 | -1% | -0.4% | 4% | 7 | -7% | -2% | -5% | 1%
O=C(CSc1ccccc1C(=O)N1CCCCC1)NCC1CCCCC1 | -1 | 21% | 1.1% | 3% | 2 | -14% | -4% | -5% | 3%

Source: PubChem BioAssay (National Center for Advancing Translational Sciences (NCATS))

Not all compounds are listed, so the mix of outcomes need not match the whole.
